KCNQ1 inh: inhibitors of human KCNQ1 potassium channel; hit rate 1.3% among 310,000; B-score at 10 µM; CHO-K1 KCNQ1, FluxOR thallium flux fluorescence; active compounds read high;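 active = compounds whose thallium flux B-score, printed positive for inhibition, exceeds three library SD while starting fluorescence stays within three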;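 also: channel opened by potassium depolarization with thallium stimulus after 20 min compound exposure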
Target sequence (P51787 whole entry, looked up): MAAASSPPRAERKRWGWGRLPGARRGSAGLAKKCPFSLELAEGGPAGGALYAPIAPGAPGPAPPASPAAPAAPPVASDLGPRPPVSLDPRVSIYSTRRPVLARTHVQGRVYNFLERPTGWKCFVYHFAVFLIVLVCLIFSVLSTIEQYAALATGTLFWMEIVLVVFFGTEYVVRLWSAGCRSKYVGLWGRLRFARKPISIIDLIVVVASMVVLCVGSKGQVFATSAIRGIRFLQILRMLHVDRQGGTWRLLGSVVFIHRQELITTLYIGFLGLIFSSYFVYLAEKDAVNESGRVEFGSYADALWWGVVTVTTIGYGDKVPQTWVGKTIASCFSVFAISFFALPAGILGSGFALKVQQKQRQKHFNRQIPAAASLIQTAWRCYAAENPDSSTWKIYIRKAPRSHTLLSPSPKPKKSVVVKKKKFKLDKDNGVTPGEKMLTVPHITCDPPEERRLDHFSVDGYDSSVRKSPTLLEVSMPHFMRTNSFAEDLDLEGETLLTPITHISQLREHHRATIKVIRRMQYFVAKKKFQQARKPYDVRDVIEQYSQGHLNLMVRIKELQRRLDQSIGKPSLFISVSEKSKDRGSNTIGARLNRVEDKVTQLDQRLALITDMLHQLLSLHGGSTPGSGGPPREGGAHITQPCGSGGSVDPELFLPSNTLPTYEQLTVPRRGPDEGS
KCNQ1 pot: potentiates or activates the human KCNQ1 potassium channel. P51787. CHO-K1 KCNQ1, thallium flux FluxOR fluorescence; active compounds read high. B-score at 10 µM. hit rate 0.35% among 310,000. AID 2648;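 active = fluorescence ratio B-score, a plate-corrected score, at least three library SD, with initial intensity B-score within 5 SD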
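Assay system: stable KCNQ1 CHO-K1 line; medium: assay buffer, equal DMSO in all wells; timing: 90 min dye loading and 20 min compound exposure, both at room temperature; technique: kinetic FluxOR thallium fluorescence, 10-s 1-Hz baseline, 110-s post-stimulus read; read-out basis: B score of baseline-normalized fluorescence ratio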
KCNK3 inh: human KCNK3 channel inhibition, primary screen; O14649; CHO-KCNK3 thallium flux, FluxOR fluorescence; active compounds read low; B-score at 10 µM; hit rate 0.84% among 340,000; AID 602410;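 active = B-score under library mean minus 4 SD, starting fluorescence ratio at most library mean plus 5 SD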;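 also: more negative B-score means stronger inhibition of thallium flux through KCNK3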
Target sequence (O14649 whole entry, looked up): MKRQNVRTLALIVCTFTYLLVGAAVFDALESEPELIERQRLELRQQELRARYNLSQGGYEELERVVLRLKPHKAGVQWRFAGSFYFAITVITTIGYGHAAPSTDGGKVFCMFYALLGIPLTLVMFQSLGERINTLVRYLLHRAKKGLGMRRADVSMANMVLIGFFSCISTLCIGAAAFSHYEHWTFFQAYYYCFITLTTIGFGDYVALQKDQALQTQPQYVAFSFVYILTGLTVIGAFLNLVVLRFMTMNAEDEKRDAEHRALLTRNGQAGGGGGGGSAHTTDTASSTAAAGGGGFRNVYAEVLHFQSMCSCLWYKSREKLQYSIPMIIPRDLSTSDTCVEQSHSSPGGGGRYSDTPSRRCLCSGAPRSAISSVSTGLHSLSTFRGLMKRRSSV
ANO1 block: inhibitors of mouse TMEM16A calcium-activated chloride channel; Q8BHY3; HEK293 TMEM16A/YFP iodide influx fluorescence, ionomycin; normalized B-score (activity score, 25-100; higher = stronger inhibition) at 10 µM; hit rate 1.2% among 310,000; AID 588511;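 active = ratio plate-corrected score three or more library SD toward inhibition, starting fluorescence score within five deviations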;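 also: score derived from kinetic fluorescence span divided by baseline fluorescence per well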
HDAC3 inhib: human HDAC3 inhibition; O15379; recombinant HDAC3, fluorogenic peptide/trypsin coupled, fluorescence; inhibition, % at 8.3 µM; hit rate 0.15% among 320,000; in the data active = inhibition above about 26%, passing the limit was not always enough; inconclusive = no clear call, values can overlap the other calls
SKKanGAS inh: SKKanGAS growth inhibition. AID 1662. inhibition, % at 7.5 µM. S. pyogenes SKKanGAS, kanamycin growth, BacTiter-Glo, 6 h. hit rate 1.3% among 300,000;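 active = mean replicate score, as percent of positive control median, at least 50; inconclusive = mean below 50 but one replicate at or above 50; inactive = mean and every replicate below 50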;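 also: strain carries kanamycin resistance gene driven by streptokinase promoter and grows in 40 µg/ml kanamycin; loss of luminescence reflects streptokinase promoter inhibition or plain growth inhibition; 0% = median of DMSO wells and 100% = positive control at its reference dose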
RGS4 block: human RGS4 inhibition. AID 463165. HEK293 M3R/RGS4 inducible, Fluo-4 calcium flux; active compounds read high; triggered by carbachol at its EC20. B-score at 10 µM. hit rate 0.45% among 310,000;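 active = B-score, a plate-corrected calcium signal, over three deviations above library mean, with baseline fluorescence within five deviations of library mean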;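 also: RGS4 expression induced by doxycycline in cells with stable M3 receptor; B-score is computed from the integrated fluorescence ratio over baseline after carbachol; higher B-score means a larger calcium signal and so more RGS4 inhibition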
TMEM16A act: mouse TMEM16A channel activation, primary screen; Q8BHY3; HEK293 TMEM16A/YFP-H148Q/I152L, iodide quench fluorescence; active compounds read low; B-score at 10 µM; hit rate 0.3% among 340,000;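 active = fluorescence-ratio B-score plate-corrected deviation score at least 3 library SD below zero, with starting fluorescence score within 5 deviations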;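 also: channel opened by trigger with iodide after compound preincubation; score built on the fluorescence ratio of max minus min over baseline; more negative score means more quench and so TMEM16A activation or potentiation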
RGS4 act: potentiators or activators of RGS4 | B-score at 10 µM | hit rate 0.92% among 310,000 | HEK293 M3R/inducible RGS4, carbachol calcium flux Fluo4; active compounds read low;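 active = B-score of the integrated calcium signal more than 4 SD below the library mean, with starting fluorescence not abnormally high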;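 also: negative B-score means reduced calcium response which marks RGS4 activation or potentiation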
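System: HEK293 FlpIn-TREx cells, stable M3R, doxycycline-inducible RGS4. Timing: overnight RGS4 induction, 30 min dye load 37 °C, 20 min compound RT. Also added: carbachol, ECmax concentration. Measured by: Fluo4 fluorescence kinetic imaging of calcium. Evaluation: integrated calcium ratio converted to B score.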
hERG rescue: compounds protecting human hERG from proarrhythmic drug block; Q12809; hit rate 0.51% among 310,000; CHO-hERG, FluxOR thallium flux, dofetilide IC70 present; AID 1511; activation (rescue from dofetilide block), less the hit threshold, % at 10 µM;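 active = activation above the mean of controls blocked by dofetilide plus 5 SD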;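 also: thallium influx through hERG after potassium depolarization seen as dye fluorescence rise; in these data hits start at about 4.7%; inactives centre near -7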
KCNK9 block: human KCNK9 channel inhibition. Q9NPC2. HEK293 KCNK9, FluxOR thallium flux fluorescence; active compounds read low. B-score at 10 µM. hit rate 1.2% among 310,000;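 active = ratio B-score over 3 SD below the library mean, with starting fluorescence within 5 SD of its mean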;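 also: negative B-score means less thallium flux so channel inhibition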
Starred values were filed as active, the others as inactive; i = inactive; ? = inconclusive; · = no result given.

Order of values – TMEM16A act | KCNK3 inh | HDAC3 inhib | SKKanGAS inh | KCNK9 block | KCNQ1 inh | RGS4 act | hERG rescue | ANO1 block | KCNQ1 pot | RGS4 block
> COC(=O)Cn1cc(C(=O)c2cccs2)c2ccccc21
→ i | i | 0 | -3 | i | i | i | -14 | i | i | i
> COc1cn(-c2ccccc2)nc1C(=O)Nc1ccc(C)cc1Cl
→ i | i | -3 | -2 | i | i | i | -3 | i | i | i
> CCOc1ccc(NC(=O)CCNS(=O)(=O)c2ccc(Br)s2)cc1
→ i | i | 8 | -15 | i | i | i | -3 | i | i | i
> Cc1ccc(C(=O)CCC(=O)N2CCN(c3ccccc3O)CC2)cc1
→ i | i | -3 | 1 | i | i | i | -11 | i | i | i
> O=C(NCc1ccc2c(c1)OCO2)c1ccc(N2CCCC2=O)cc1
→ i | i | -11 | -2 | i | i | i | -13 | i | i | i
> COc1ccc(CCC(=O)OCc2csc(CC(=O)Nc3ccccc3C)n2)cc1
→ i | i | 0 | 0 | i | i | i | -13 | i | i | i
> COC(=O)c1c[nH]n2c(=O)c(Cc3ccc(F)cc3Cl)c(C)nc12
→ i | i | 1 | 4 | i | i | i | -12 | i | i | i
> Cc1cccn2c(CNCC(C)Oc3cccnc3)c(C(=O)N3CCOCC3)nc12 (stereo not given)
→ i | i | -9 | -5 | i | i | i | -13 | i | i | i
> O=C(Nc1ccncc1)c1ccc(Cl)cc1
→ i | i | -5 | -3 | i | i | i | -4 | i | i | i
> COc1ccccc1NS(=O)(=O)c1cc([N+](=O)[O-])ccc1N/N=C/c1c[nH]c2ccccc12
→ i | i | 9 | 38 | i | i | i | -12 | i | i | i
> CC(=O)c1cccc(S(=O)(=O)N2CCC(C(=O)O)CC2)c1
→ i | i | 0 | 12 | i | i | i | -5 | i | i | i
> Cn1nnnc1SCc1ccc(C(=O)Nc2ccccc2F)cc1
→ i | i | 2 | -5 | i | i | i | -10 | i | i | i
> O=c1[nH]nc(SCCS(=O)(=O)c2ccc(F)cc2)n1-c1ccccc1C(F)(F)F
→ i | i | ? | -3 | i | i | i | -10 | i | i | i
> Cc1ccc(SC[C@H](C)CN2CC[C@H](NC(=O)OCc3ccccc3)CCC2=O)cc1
→ i | i | 3 | -3 | i | i | i | -5 | i | i | i
> COc1ccc(CN2CCN(c3ncnc4scc(-c5ccc(F)cc5)c34)CC2)cc1
→ i | i | -5 | -6 | i | i | i | -12 | i | i | i
> COc1ccc(NC(=O)CCSc2nnnn2C)cc1
→ i | i | -8 | -1 | i | i | i | -9 | i | i | i
> Cc1[nH]n(-c2ccccc2)c(=O)c1N=O
→ i | i | 10 | -5 | i | i | i | -4 | i | i | i
> C=CCN1C(=O)N/C(=C/c2ccc(C)o2)C1=O
→ i | i | 0 | 7 | i | i | i | -4 | i | i | i
> O=C1COc2ccc(C(=O)CSc3nnnn3-c3ccccc3)cc2N1
→ i | i | 4 | -5 | i | i | i | -6 | i | i | i
> Cn1ccc(C(=O)Nc2ccc3c(c2)OCCO3)n1
→ i | i | · | 4 | i | i | i | -8 | i | i | i

(more compounds)
Order of values – TMEM16A act | KCNK3 inh | HDAC3 inhib | SKKanGAS inh | KCNK9 block | KCNQ1 inh | RGS4 act | hERG rescue | ANO1 block | KCNQ1 pot | RGS4 block
> O=C(NC1=NCCS1)c1ccccc1OCc1ccccc1Cl
→ i | i | 2 | 11 | i | i | i | -7 | i | i | i
> Cc1nn(C)c(C)c1NC(=O)c1ccc(S(=O)(=O)N(C)C)cc1
→ i | i | · | -1 | i | i | i | -2 | i | i | i
> O=C(CN1C(=O)NC2(CCCC2)C1=O)OCCOc1ccccc1Cl
→ i | i | 3 | 18 | i | i | i | -16 | i | i | i
> CCOC(=O)c1nc(Nc2ccc(C(=O)O)cc2)c2ccccc2n1
→ i | i | 0 | 1 | i | i | i | -14 | i | i | i
> Cc1ccc(CNc2ccc(N3C(=O)CC(C)C3=O)cc2[N+](=O)[O-])cc1 (stereo not given)
→ i | i | 1 | -11 | i | i | i | -5 | i | i | i
> COc1ccc(N2CCN(CC(=O)c3c(C)n(C)c4ccc(OC)cc34)CC2)cc1
→ i | i | -9 | 2 | i | i | i | -3 | i | i | i
> O=C(NC1=NCCS1)c1ccc(-c2ccc(Cl)cc2)o1
→ i | i | -36 | -2 | i | i | i | 0 | i | i | i
> O=C(Nc1ccc(F)cc1)NC1(C(=O)NCc2cccs2)CCCCC1
→ i | i | 3 | 1 | i | i | i | 4 | i | i | i
> N=C1C(c2ccccc2)=C(O)CN1c1cccc(S(=O)(=O)Nc2cccc(C(F)(F)F)c2)c1
→ i | i | 5 | -8 | i | i | i | -15 | i | i | i
> CCc1ccc2c(c1)c1nc(C)sc1n2CC(=O)OC
→ i | i | 0 | 2 | i | i | i | -13 | i | i | i
> C=CCn1c(SCC(=O)c2ccc(Br)cc2)nnc1C(CC(C)C)NC(=O)c1cccs1 (stereo not given)
→ i | i | 7 | 11 | i | i | i | -3 | i | i | i
> Cc1nc2ccccc2c(=O)n1/N=C/c1ccccc1
→ i | i | 0 | -7 | i | i | i | -10 | i | i | i
> COC(=O)c1cccc(NC(=O)c2cnccn2)c1
→ i | i | 2 | -2 | i | i | i | -2 | i | i | i
> O=C(COc1ccc(Cl)cc1Cl)Nc1ccc(Cl)cn1
→ i | i | 1 | -5 | i | i | i | -2 | i | i | i
> COc1cc(CCC(O)CC(=O)CCc2ccccc2)ccc1O (stereo not given)
→ i | i | 0 | -1 | i | i | i | -3 | i | i | i
> N/C(=N\OC(=O)COc1ccc(Br)cc1)c1ccncc1
→ i | i | 4 | -10 | i | i | i | -5 | i | i | i
> Cc1ccc(OCc2cnc(Cl)s2)c(C)c1
→ i | i | 0 | -2 | i | i | i | -14 | i | i | i
> O=[N+]([O-])c1ccc(N=Cc2sc3ccccc3c2O)cc1
→ i | i | -1 | -2 | i | i | i | 2 | i | i | i
> COc1ccc(-n2c(=O)c(CCC(=O)N(C)Cc3cccs3)nc3ccccc32)cc1
→ i | i | 3 | -2 | i | i | i | -14 | i | i | i
> COc1ccc(C=Nc2cccnc2N)cc1
→ i | i | -10 | -3 | i | i | i | -5 | i | i | i

Next results:
Order of values – TMEM16A act | KCNK3 inh | HDAC3 inhib | SKKanGAS inh | KCNK9 block | KCNQ1 inh | RGS4 act | hERG rescue | ANO1 block | KCNQ1 pot | RGS4 block
> O=C(Nc1ccsc1C(=O)NC1CCCCC1)c1ccccc1
→ i | i | 5 | 0 | i | i | i | -10 | i | i | i
> O=C1N=C(N2CCCCC2)S/C1=C\c1cn[nH]c1-c1ccccc1
→ i | i | -1 | -10 | i | i | i | -7 | i | i | i
> CCCN1C(=O)/C(=C/c2ccccc2OCc2ccc(C(=O)O)cc2)NC1=S
→ i | i | 7 | 20 | i | i | i | -9 | i | i | i
> COc1cc(CC(=O)OCC(=O)Nc2ccc(Cl)c(S(=O)(=O)N(C)C)c2)cc(OC)c1OC
→ i | i | 6 | -6 | i | i | i | -10 | i | i | i
> Cc1ccc(C(=O)CC(=O)COc2ccc(Cl)cc2)cc1
→ i | i | 8 | 64* | i | i | i | -11 | i | 17* | i
> C/C(=N\Nc1cc(Cl)nc(C)n1)c1ccc(C)cc1
→ i | i | 7 | · | i | i | i | -11 | i | i | i
> CCN1CCN(c2ncnc3c2cnn3-c2ccc(Cl)cc2)CC1
→ i | i | -1 | 2 | i | i | i | -10 | i | i | i
> COc1ccccc1NC(=O)CCN1CCN(Cc2ccccc2)CC1
→ i | i | 0 | 0 | i | i | i | -9 | i | i | i
> Cc1ccc(NC(=O)COc2ccc(Br)cn2)cc1
→ i | i | 0 | -2 | i | i | i | -9 | i | i | i
> CCOc1ccc(N2C(=O)c3ccccc3C2=O)cc1
→ i | i | -8 | 4 | i | i | i | -1 | i | i | i
> CC(=O)c1sc(NS(=O)(=O)c2ccc(C)cc2)nc1C
→ i | i | 4 | 4 | i | i | i | -1 | i | i | i
> COc1ccc(N(C(=O)c2cccnc2)S(=O)(=O)c2ccc(F)cc2)cc1
→ i | i | -2 | 3 | i | i | i | -6 | i | i | i
> COc1ccc(S(=O)(=O)N(CC(=O)N2CCCCCC2)c2ccccc2OC)cc1
→ i | i | -1 | -5 | i | i | i | -9 | i | i | i
> Cc1ccn2cc(CCNS(=O)(=O)c3ccc(F)c(C(F)(F)F)c3)nc2c1
→ i | i | 6 | -4 | i | i | i | -16 | i | i | i
> CCc1ncc(CN2CCC(C(=O)Nc3cccc(-c4cscn4)c3)CC2)cn1
→ i | i | 2 | -2 | i | i | i | -7 | i | i | i
> O=C(Nc1nc(-c2ccccc2)cs1)c1ccccc1F
→ i | i | 3 | -11 | i | i | i | -7 | i | i | i
> O=C(NC(=S)NCCCN1CCOCC1)c1ccco1
→ i | i | -5 | 1 | i | i | i | -15 | i | i | i
> Cn1c(SCC(=O)OCC(=O)c2ccccc2)nnc1-c1cccs1
→ i | i | 3 | 3 | i | i | i | -11 | i | i | i
> CCOC(=O)C(O)(CCC(O)(C(=O)OCC)C(=O)OCC)C(=O)OCC
→ i | i | -1 | -4 | i | i | i | -1 | i | i | i
> c1ccc(OCCn2c(-c3ccco3)nc3ccccc32)cc1
→ i | i | -2 | 5 | i | i | i | -13 | i | i | i

Next part:
Order of values – TMEM16A act | KCNK3 inh | HDAC3 inhib | SKKanGAS inh | KCNK9 block | KCNQ1 inh | RGS4 act | hERG rescue | ANO1 block | KCNQ1 pot | RGS4 block
> COc1ccc(/C=C(\C#N)C(=O)NCc2ccccc2)cc1
→ i | i | -12 | -1 | i | i | i | -4 | i | i | i
> CCOC(=O)C1=C(C(F)(F)F)Nc2ncnn2C1c1ccc(OC)cc1OC (stereo not given)
→ i | i | 0 | 2 | i | i | i | -5 | i | i | i
> CC(C)(C)N(Cc1ccccc1)C(=O)COC(=O)CCc1c[nH]c2ccccc12
→ i | i | 11 | -1 | i | i | i | -12 | i | i | i
> Cn1ccnc1C(OC(=O)c1ccc(Cl)cc1)C(F)(F)F (stereo not given)
→ i | i | -3 | 5 | i | i | i | -7 | i | i | i
> CCN(CC)C(=S)Nc1cc(C(=O)OC)ccc1C(=O)OC
→ i | i | -26 | -9 | i | i | i | -3 | i | i | i
> CCOc1ccccc1NC(=O)COC(=O)C1CCC1
→ i | i | -3 | 0 | i | i | i | -1 | i | i | i

High-throughput results deposited in PubChem by several laboratories.
